Source: PubChem (Sanford-Burnham Center for Chemical Genomics)
SENP8 inh = SENP8 (human) protease inhibition | actives 0.64% (n = 360,000) | recombinant SENP8, Nedd8 substrate fluorescence | AID 602440 | inhibition, % at 20 µM; in the data active = inhibition mostly above about 40%, no sharp cut-off; inactive = mostly below about 27%
Target sequence (Q96LD8 whole entry, looked up): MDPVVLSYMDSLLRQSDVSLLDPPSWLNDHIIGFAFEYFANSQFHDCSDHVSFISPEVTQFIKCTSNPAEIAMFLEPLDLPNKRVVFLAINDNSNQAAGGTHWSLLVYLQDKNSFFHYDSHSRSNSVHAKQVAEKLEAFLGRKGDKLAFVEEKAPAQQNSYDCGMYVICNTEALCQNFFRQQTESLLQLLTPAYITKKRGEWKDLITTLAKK
SENP1 FRET inh = inhibitors of human SENP1 SUMO protease catalytic domain. inhibition, % at 10 µM. actives 0.21% (n = 360,000). recombinant SENP1 catalytic domain, CyPet-SUMO1-YPet FRET cleavage. Q9P0U3;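 active = inhibition at least 30% at 10 µM, raw YFP signal under a set limit, fluorescence ratio 0.5 to 1.5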;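 also: 0% = enzyme with DMSO and 100% = no enzyme wells; some results filed as inactive read as strong as hits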
Target sequence (Q9P0U3 419-644 limits assumed): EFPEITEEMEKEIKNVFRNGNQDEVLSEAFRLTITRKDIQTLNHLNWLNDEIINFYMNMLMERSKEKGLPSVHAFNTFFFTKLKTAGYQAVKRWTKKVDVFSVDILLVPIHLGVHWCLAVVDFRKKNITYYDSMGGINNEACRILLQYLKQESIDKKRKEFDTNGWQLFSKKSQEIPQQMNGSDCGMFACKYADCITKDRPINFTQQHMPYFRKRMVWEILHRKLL
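Test system: hSENP1 catalytic domain, recombinant; Amount: 20 pM final SENP1 enzyme; Medium: Tris pH 8 buffer plus EDTA, NaCl, BME, BSA, NP40, catalase; Schedule: 50 min enzyme reaction, room temperature, light-protected; Technique: FRET fluorescence in CFP and YFP emission channels; Controls: no-enzyme wells low, DMSO-plus-enzyme wells high control.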
MPTP block = inhibitors of mitochondrial permeability transition pore. actives 1.4% (n = 360,000). inhibition, % at 10 µM. isolated mouse mitochondria, Ca2+ swelling absorbance, 30 min;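 active = inhibition of 50% or more, scaled per plate between neutral and stimulator controls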;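 also: 0% = DMSO wells given calcium and 100% = 1 mM EGTA wells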
GRIN3A LBD mod = NR3A (human) ligand-binding domain modulation; actives 2.5% (n = 340,000); NR3A LBD differential scanning fluorimetry, Tm shift; 0% = protein alone, 100% = glycine-bound protein; Tm shift relative to glycine control, % at 25 µM; AID 1259313;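 active = melting temperature shift of at least 10% of the positive control shift, at one fixed dose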
hIAP activ = human IAP activation. P09923. purified human IAP, CDP-Star luminescence, 30 min; hits give high values; 1 = vehicle-only enzyme, 0 = enzyme-free background. activation factor at 10 µM. actives 0.16% (n = 330,000). AID 2524;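 active = activation factor of the enzyme at least 2-fold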; also: the source names both 10 and 20 µM as test concentration; values of inactives mirror those of a sister screen read the other way
SENP6 block = blocks the human protease SENP6. AID 2599. Q9GZR1. actives 1.8% (n = 330,000). Recombinant SENP6 catalytic domain, aminoluciferin luminescence. inhibition, % at 10 µM;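 active = inhibition above about 50% at the single tested dose, limit read from the data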;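 also: plate controls were DMSO wells with enzyme for no effect and DMSO wells lacking enzyme for full effect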
PfG6PD inh = PfG6PD (Plasmodium falciparum) enzyme inhibition; PfGluPho enzyme, NADPH resazurin-diaphorase fluorescence; inhibition, % at 20 µM; actives 0.78% (n = 350,000); AID 504690;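 active = inhibition reaching at least a set limit at 20 µM in the primary screen, cut at about 59% in these data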;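 also: 0% = DMSO wells with substrate and 100% = DMSO wells lacking glucose-6-phosphate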
ATG4B inhibitor = blocks human ATG4B protease cleavage of LC3 substrate. Q9Y4P1. ATG4B cleavage of LC3-PLA2, NBD-HPC fluorescence, 1 h. inhibition, % at 8.33 µM. actives 0.51% (n = 340,000); in the data active = inhibition above about 40%
Target sequence (Q9Y4P1 whole entry, looked up): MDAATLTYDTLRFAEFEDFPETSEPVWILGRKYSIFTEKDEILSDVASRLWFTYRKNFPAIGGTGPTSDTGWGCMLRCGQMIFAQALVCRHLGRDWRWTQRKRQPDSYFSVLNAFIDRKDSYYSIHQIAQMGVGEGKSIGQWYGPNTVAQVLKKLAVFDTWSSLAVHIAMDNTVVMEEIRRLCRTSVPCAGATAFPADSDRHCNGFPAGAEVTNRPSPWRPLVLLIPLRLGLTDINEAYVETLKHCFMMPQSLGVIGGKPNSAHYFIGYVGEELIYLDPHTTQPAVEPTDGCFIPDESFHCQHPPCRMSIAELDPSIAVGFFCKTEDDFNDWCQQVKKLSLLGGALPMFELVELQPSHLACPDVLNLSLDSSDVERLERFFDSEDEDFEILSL
Active calls of the source: *; i = inactive; . = not tested or not shown. Outcome played no part in choosing rows. About 6.7% of those tested had a hit in this group.

SMILES	SENP8 inh	SENP1 FRET inh	MPTP block	GRIN3A LBD mod	hIAP activ	SENP6 block	PfG6PD inh	ATG4B inhibitor
CCOc1ccc(C(=O)Nc2ccc(N3CCN(C)CC3)cc2)cc1	8	2	-0.6	2	1	-7	-3	-7
COC(=O)C1=C(O)/C(=C\c2ccc(CNC(=O)C(=O)Nc3ccc(C)c(C)c3)o2)N=C1C	-94	-22	-0.9	-26	0.94	-6	38	8
Cc1cccc(/C=N/N(CCO)C2=NS(=O)(=O)c3ccccc32)c1	-179	1	-0.1	0	1.1	-5	-1	-13
COc1ccccc1-c1nnc2sc(COc3ccc(F)cc3)nn12	12	3	-1.3	0	1.1	-8	22	-1
COc1ccc(Cc2nnc(NC(=O)c3ccccc3C)s2)cc1	6	-8	-0.3	0	0.96	-8	-13	10
Cn1nc(C(=O)Nc2nc3ccc(S(C)(=O)=O)cc3s2)ccc1=O	-6	1	-1.0	-1	1.2	26	-2	4
O=C1NCCC/C1=N\Nc1ccc(Br)cc1	12	3	-0.5	-1	1.2	-25	1	8
CSCc1ccc(C(=O)NCc2ccc(F)cc2)cc1	9	4	-0.9	-3	0.93	-7	-5	9
CCCc1cc(=O)[nH]c(SCC(=O)c2cc(C)n(CCC)c2C)n1	37	0	-2.9	-3	0.87	-10	-11	3
CN(C(=O)Cn1nnc(-c2cccc(C(F)(F)F)c2)n1)C1CCCCC1	21	-2	-4.9	-2	0.97	-7	-9	-6
C/C=C/C(=O)Nc1ccccc1Br	7	2	-2.0	0	1	2	-11	-2
CCc1ccc(NC(=O)CCn2c(=O)oc3ccccc32)cc1	17	0	0.9	0	0.98	0	-7	-3
C=CCOc1c2ccc(C(=O)NC3CCCc4ccccc43)cc2nn1C (stereo not drawn)	-493	-3	-1.1	-3	1.1	-1	-15	-8
CC(C)Cc1nnc(NS(=O)(=O)c2ccc(Cl)cc2)s1	7	3	-0.4	1	1	-17	-18	3
Cc1ccc(NC(=O)CO/N=C(\N)c2nonc2N)cc1C	14	0	3.3	0	1	1	12	-6
C/C(=N\OCC(=O)N/N=C/c1ccccc1O)c1cccs1	-115	-8	5.6	-2	0.93	-3	-16	-17
Cc1ccc(C(=O)NC(=S)c2c(C)cc3ccccn23)cc1	-38	-22	0.1	.	.	.	11	.
CSc1ccc(CN2CCN(CCC(C)C)C(CCO)C2)cc1 (stereo not drawn)	22	0	5.9	0	0.88	-4	12	2
CC1(C)SC(C)(C)N(C=O)C1C(=O)O (stereo not drawn)	11	-1	-1.1	1	.	.	-1	-2
CN(C)S(=O)(=O)c1cccc(NC(=O)COC(=O)CNC(=O)c2cccc([N+](=O)[O-])c2)c1	-6	2	2.2	0	1	-18	-16	7
CNC(C)C#Cc1ccc2c(=O)c3cc(C)c(C)cc3oc2c1 (stereo not drawn)	-316	-7	-2.3	-16	1.2	93*	17	3
COc1cc(S(=O)(=O)N2CCN(C(=O)C3CC3)CC2)ccc1NC(C)=O	9	0	-1.1	1	1	-11	-9	-11
Cc1cc(NC(=O)COn2nnc3ccccc32)no1	7	1	4.3	-2	0.97	6	6	-8
CCOC(=O)c1c(-c2cccs2)csc1NC(=O)CN(CC)CC	-10	0	8.8	1	0.86	5	-2	4
O=C(CN1C(=O)COc2ccccc21)NCCCN1CCOCC1	-1	-1	-2.0	0	0.89	-25	-6	-9
The listing continues:
SMILES	SENP8 inh	SENP1 FRET inh	MPTP block	GRIN3A LBD mod	hIAP activ	SENP6 block	PfG6PD inh	ATG4B inhibitor
CCOc1ccc2ccccc2c1C(=O)Nc1cc(=O)n(C)c(=O)n1C	4	0	-1.5	0	1.2	-11	-7	-10
CCn1c(COc2ccc(C)cc2)nnc1SCC(=O)NNC(=O)c1ccc(OC)cc1	11	3	1.3	-2	1.4	0	-13	16
O=C(Cn1c(=O)n(Cc2ccco2)c(=O)c2c3c(sc21)CCCC3)Nc1ccccc1	28	-1	-0.1	0	1.1	-21	19	12
CN(C)C1=NC[C@H](Cc2ccccc2)N1CC1CCCCCC1	10	0	0.8	-2	0.94	-3	1	-5
N#Cc1ccccc1OCC(=O)N(Cc1nnc(-c2ccccc2Cl)o1)C1CC1	-34	-53	-1.0	-3	0.98	-6	-9	2
CCC(Sc1nc(N)cc(N)n1)C(=O)O (stereo not drawn)	20	-2	-0.4	-4	1	14	-12	10
CCN(CC)C(=O)C1=C(C)N(Cc2ccccc2)C(=O)C(CC(=O)NCC2CCCCC2)C1 (stereo not drawn)	-5	2	-2.0	.	.	.	-14	.
CCOCCCNC(=O)c1c(C)c(C(=O)OCC)n(C)c1C	18	4	1.0	-1	0.93	4	5	-6
Nc1ccccc1C#Cc1cnccn1	-9	-1	0.3	1	0.99	3	8	1
CC(=O)c1cc(-c2ccccc2)n(CCC(=O)NCc2cccs2)c1C	3	1	-1.0	-3	0.9	4	11	-1
Clc1ccc(OCCOCCN2CCc3ccccc3C2)c(Cl)c1	14	0	100*	2	0.95	-1	3	10
CN(C(=O)CSC1=NCCS1)c1ccccc1	23	1	-3.3	-1	0.96	-2	-13	-5
Cc1cc(C)nc(SCC(N)=O)n1	9	1	2.1	2	1	-15	9	-3
O=c1ccn([C@@H]2O[C@H](CNCc3ccc(-c4cc(C(F)(F)F)ccc4Cl)o3)[C@@H](O)[C@H]2O)c(=O)[nH]1	7	-3	0.8	17*	.	.	5	-2
Cc1cc(C(=O)N2CCN(S(=O)(=O)c3ccc(F)c(Cl)c3)CC2)c(C)o1	14	-1	-1.2	-2	0.87	-1	8	-15
COCCNC(=O)c1cnn2c1NC(c1ccco1)CC2C(F)(F)F (stereo not drawn)	38	-12	-0.8	1	0.96	8	-18	-2
COc1cc(/C=N/NC(=O)c2ccc(Cn3cc([N+](=O)[O-])cn3)o2)cc(Br)c1O	-34	-1	-0.3	2	0.99	-10	2	-8
COc1ccc(CNC(=S)Nc2cccc(OC)c2)cc1	16	-1	-0.3	0	1.1	5	-3	-3
NC(=S)Nc1cccc(F)c1	13	1	0.4	0	1	-1	-7	-3
C(=N\n1cnnc1)/c1cccc2ccccc12	-34	2	-0.4	-1	1.2	1	-2	-7
Cc1ccc(S(=O)(=O)N(C)c2ccc(N)cc2)cc1	16	1	0.0	0	1.1	-2	16	-3
CC(=O)c1ccc(S(=O)(=O)N2CCN(C)CC2)cc1	12	2	0.1	2	0.93	-32	-10	-3
CC(=O)NC(Cc1c[nH]c2ccccc12)C(=O)OCC(=O)Nc1cc(C)on1 (stereo not drawn)	16	2	-0.2	2	1	-4	-5	-10
CCN(CC)CCN(Cc1cc2cc3c(cc2[nH]c1=O)OCCO3)C(=S)NC	-309	-5	0.0	0	1.1	3	-3	-4
CCOc1ccc(-c2nc(CN3CCCC(C(=O)N4CCOCC4)C3)c(C)o2)cc1 (stereo not drawn)	0	-1	-0.6	0	1.2	-9	-7	5
The listing continues:
SMILES	SENP8 inh	SENP1 FRET inh	MPTP block	GRIN3A LBD mod	hIAP activ	SENP6 block	PfG6PD inh	ATG4B inhibitor
CC(C)(C)OC(=O)N1CCC(NC(=O)c2[nH]cnc2C(=O)Nc2ccc(Cl)cc2)CC1	4	2	-0.6	27*	1.6	2	5	1
Fc1ccc2nc3n(c2c1F)CCCCCC3	8	0	0.6	-1	1	1	-6	-4
COc1cccc(C2CCCCN2Cc2nc(-c3ccc(C)o3)oc2C)c1 (stereo not drawn)	-19	-29	-0.4	-2	1	8	-4	-2
O=C(COC(=O)c1ccc(F)cc1F)c1ccc[nH]1	-10	-5	0.3	0	1	2	-1	3
Cc1cc(Nc2cccc(Cl)c2)c2ccccc2n1	-274	-4	17	-1	1	-11	5	0
COc1ccc(C(=O)OCC(=O)NCC2CCCCC2)cc1S(=O)(=O)N1CCCc2ccccc21	6	-2	-4.3	-1	1.1	-22	-1	-6
COc1ccc(CCC(=O)Nc2ccc(S(=O)(=O)Nc3nccc(C)n3)cc2)cc1	-1	-50	1.2	0	1	-15	-2	-7
CC1(C)CC(=O)C2=C(C1)N(CCN1CCOCC1)C1=C(C(=O)CC(C)(C)C1)C2c1cccc(F)c1	i	-22	-3.1	6	1	-6	2	-7
Cc1ccc([C@@H]2C[C@H]3CN(Cc4cccc(Cl)c4)C(=O)[C@]34CCCN24)o1	1	1	0.8	-2	0.95	64*	2	4
CC(C)(C)OC(=O)N1CCN(C(=O)c2[nH]cnc2C(=O)Nc2nccs2)CC1	14	0	-0.1	-4	2.2*	-16	2	8
COc1ccc(-c2cc(-c3nnc(COC(=O)c4ccncc4)o3)c3ccccc3n2)cc1OC	-340	-36	-0.3	-2	0.92	14	13	-20
CCOc1ccc(-n2nnnc2SCC(=O)NNC(=O)c2ccco2)cc1	24	2	-0.6	-2	2	-31	-5	-4
CCCN(C(=O)CCl)C1=CCCCC1	4	3	2.0	-2	1	-11	11	4
COCCN1C(=O)N[C@@H](CCc2ccccc2)[C@@H](C(=O)OC)[C@H]1C	5	-1	-0.9	2	0.94	-12	2	-9
Cc1c(Cl)cccc1NC(=O)CNC(=O)C1CC(=O)N(C2CCCC2)C1 (stereo not drawn)	16	1	1.2	-2	0.87	2	6	-2
Cc1ccc(-c2nn(CC(=O)NCC3CCCO3)c(=O)c3ccccc23)cc1 (stereo not drawn)	11	0	1.2	-1	0.76	4	2	-10
S=c1[nH]c(-c2ccccc2)cn1/N=C/c1cccc2ccccc12	-50	20	-1.7	-2	1	-31	23	1
CCOc1ccc(N(CC)C(=O)CCNC(=O)Cn2ccc3ccccc3c2=O)cc1	-22	-1	-0.3	-1	1.1	-10	0	-15
CN(C)C(CNC(=O)CCS(=O)(=O)c1ccccc1)c1ccccc1 (stereo not drawn)	-2	0	1.9	-2	1	1	0	2
O=C(NCc1ccco1)c1cc2c(s1)CCCCC2	2	-1	0.2	-1	0.98	1	6	7
Cc1cc(C)nc(S/C=C/C(=O)c2ccccc2)n1	8	1	2.9	1	1	-11	15	-5
CCOc1ccccc1C(=O)NC(C(=O)OCC(=O)NNC(=O)c1cccs1)C(C)C (stereo not drawn)	8	2	-0.3	.	.	.	1	.
O=C(NCCc1ccccn1)c1ccc(NS(=O)(=O)c2ccc(F)cc2)cc1	16	0	-1.3	-2	0.96	1	-18	-1
CC(Cc1ccccc1)C(=O)NCc1nc2ccccc2s1 (stereo not drawn)	-42	-13	-0.2	3	0.88	-29	-7	1
CC(=O)NNC(=O)c1[nH]c2ccc(Cl)cc2c1-c1ccccc1	-19	1	0.9	0	1.3	-26	-11	-14
Cc1cc(NC(=O)c2ccccc2NS(=O)(=O)c2c(C)c(C)cc(C)c2C)no1	-278	1	49	7	0.84	6	-26	-12
COc1ccc(C)cc1Nc1nc(N)c2cc(OC)c(OC)cc2n1	-204	3	17	0	0.91	2	20	-21
CCc1ccc(CN(C(=O)c2oc3ccccc3c2C)C2CCS(=O)(=O)C2)cc1 (stereo not drawn)	9	4	-0.3	-1	0.94	-8	21	-18
CCOC(=O)C1CCN(c2c(NCc3ccc(C(=O)NC(C)CC)cc3)c(=O)c2=O)CC1 (stereo not drawn)	14	0	1.5	0	0.98	-10	3	-4

Reformatted with two lines to a compound: part of the list above.
Values in the order – SENP8 inh, SENP1 FRET inh, MPTP block, GRIN3A LBD mod, hIAP activ, SENP6 block, PfG6PD inh, ATG4B inhibitor
- COc1ccc(-c2cc(-c3nnc(COC(=O)c4ccncc4)o3)c3ccccc3n2)cc1OC
    -340, -36, -0.3, -2, 0.92, 14, 13, -20
- CN(C)C1=NC[C@H](Cc2ccccc2)N1CC1CCCCCC1
    10, 0, 0.8, -2, 0.94, -3, 1, -5
